Compound activity: PubChem BioAssay, several laboratories
VCAM1 TNFa inh: reduces TNF alpha induced VCAM1 expression in HUVEC; inhibition, % at 2 µM; 0.48% of 95,000 active; HUVEC TNFa-induced VCAM-1 immunofluorescence, high-content imaging;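 active = inhibition above the batch mean plus 3 SD, with images confirmed as a hit by eye, cut at about 37% in these data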;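 note: 0% = TNF-stimulated DMSO wells and 100% = unstimulated control wells; not every result past the cut was called active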
TNFa cytotox: toxic to HUVEC cells under TNF alpha stimulation | HUVEC TNFalpha-stimulated, Hoechst cell count, imaging | cell count reduction, % at 2 µM | 0.17% of 93,000 active | AID 848;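 active = cell count reduction exceeding the screen mean by over 5 SD, scaled to untreated wells per plate, cut at about 78% in these data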;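 note: cells counted after 24 h of TNF alpha exposure following the 1 h pretreatment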
cytoskel mod: modifiers of cytoskeleton assembly; HUVEC TNFa F-actin phalloidin imaging, high content; inhibition, % at 2 µM; 0.18% of 91,000 active;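 active = inhibition above the batch mean plus 3 SD and confirmed as a hit by visual image inspection, cut at about 30% in these data, passing the limit was not always enough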; note: strong numbers were not always called active
IL1B cytotox: toxic to HUVEC cells under IL-1B stimulation | HUVEC cell count loss, Hoechst imaging, IL-1B stimulated | cell count reduction, % at 2 µM | 0.41% of 94,000 active | AID 845;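 active = cell count reduction more than 3 SD above the screen-wide mean, cut at about 70% in these data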;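 note: normalized per plate to untreated control cells as the no-loss baseline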
HUVEC prolif 384: inhibitors of human endothelial cell proliferation | HUVEC proliferation, CellTiter-Glo luminescence, 72 h; stronger effect = lower value | viability, % at 10 µM (by protocol) | 1.1% of 86,000 active | AID 648;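 active = viability at or below 30%; inactive = viability above 30%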;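 note: 100% = median luminescence of DMSO-only cell control wells on each plate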
Fibroblast inh: blocks proliferation of human lung fibroblasts; LL 47 human lung fibroblast viability, ATP luminescence; stronger effect = lower value; viability, % at 10 µM; 1.1% of 85,000 active; AID 719;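 active = viability at or below 50% in the single dose screen; inactive = viability above 50%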;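 note: compound exposure lasted 72 h before the ATP readout; 100% = median luminescence of untreated cell-only wells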
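test system = LL 47 human lung fibroblasts | amount = 1,150 fibroblasts seeded per well | medium = 15% FBS in IMEM | times = overnight cell rest, 72 h compound treatment at 37 °C | measured by = CellTiter-Glo luminescence measuring cellular ATP | read-out = viability percentage against median untreated-cell control | benchmarks = cell-only wells, no compound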
PTK2B oligo ant: blocks oligomerization of human Pyk2 in cells. AID 1347419. Q293 cells, Pyk2 FERM NanoBiT luminescence; stronger effect = lower value. z-score (the deposit names both 25 µM and 10 µM). Q14289. 0.83% of 99,000 active;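 active = Z-score of -3 or lower, scaled per plate to the spread of control and sample wells; inactive = z-score above -3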;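 note: negative z-score means lost luminescence so less FERM oligomerization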
Target sequence (Q14289 whole entry, looked up): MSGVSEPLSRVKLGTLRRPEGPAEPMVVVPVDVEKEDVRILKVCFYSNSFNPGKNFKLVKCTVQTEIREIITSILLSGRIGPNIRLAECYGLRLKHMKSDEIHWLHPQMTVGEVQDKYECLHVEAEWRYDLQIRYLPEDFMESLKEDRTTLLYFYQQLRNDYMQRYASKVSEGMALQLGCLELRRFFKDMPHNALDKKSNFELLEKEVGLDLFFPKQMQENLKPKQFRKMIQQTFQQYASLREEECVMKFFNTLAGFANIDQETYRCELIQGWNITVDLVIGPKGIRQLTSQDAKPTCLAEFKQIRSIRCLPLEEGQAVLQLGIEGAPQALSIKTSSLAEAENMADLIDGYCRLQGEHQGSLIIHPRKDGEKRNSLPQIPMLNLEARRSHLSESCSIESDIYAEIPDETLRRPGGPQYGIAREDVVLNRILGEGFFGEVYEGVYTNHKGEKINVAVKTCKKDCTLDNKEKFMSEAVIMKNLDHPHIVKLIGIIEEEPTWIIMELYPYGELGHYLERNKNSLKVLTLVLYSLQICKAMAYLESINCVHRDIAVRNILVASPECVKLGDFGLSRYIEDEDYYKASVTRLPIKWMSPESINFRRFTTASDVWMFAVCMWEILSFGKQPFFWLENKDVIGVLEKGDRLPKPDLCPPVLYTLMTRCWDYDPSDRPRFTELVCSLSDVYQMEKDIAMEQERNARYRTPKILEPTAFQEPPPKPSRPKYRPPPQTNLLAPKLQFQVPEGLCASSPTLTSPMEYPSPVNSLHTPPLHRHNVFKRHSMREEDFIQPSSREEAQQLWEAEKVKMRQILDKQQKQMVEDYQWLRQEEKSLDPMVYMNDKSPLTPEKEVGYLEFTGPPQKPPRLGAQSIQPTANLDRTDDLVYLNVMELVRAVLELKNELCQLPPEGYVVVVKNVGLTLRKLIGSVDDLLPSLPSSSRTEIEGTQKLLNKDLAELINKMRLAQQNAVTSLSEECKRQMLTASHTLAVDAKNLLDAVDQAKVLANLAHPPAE
H69AR growth 86K: growth inhibitors of human H69AR lung tumor cells. 6% of 85,000 active. viability, % at 10 µM. H69AR lung tumor viability, ATP luminescence, 72 h; stronger effect = lower value;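 active = viability at or below 40%; inactive = viability above 40%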;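 note: multidrug resistant small cell line overexpressing MRP-1 efflux transporter; 100% = mean luminescence of untreated control wells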
Smad3 FoxH1 inh: Smad3 (human) transcription factor binding inhibition; AID 630; P84022; 0.29% of 88,000 active; TR-FRET Smad3/Dy647-FoxH1 peptide binding, europium anti-His; inhibition, % at 25 µM;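 active = compounds that reduce the energy-transfer binding signal between the protein and its labelled peptide by more than half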;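 note: 0% = Smad3 plus labelled peptide maximal FRET and 100% = peptide-only background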
* hit, by the source's call; x = not tested or not shown; [ ] = remark or other dose. An excerpt (hit frequency here may not be typical).

SMILES	cytoskel mod	IL1B cytotox	Smad3 FoxH1 inh	VCAM1 TNFa inh	Fibroblast inh	HUVEC prolif 384	H69AR growth 86K	TNFa cytotox	PTK2B oligo ant
Cc1ccc(NC(=O)C2CCCN2S(=O)(=O)c2ccc3c(c2)CCC(=O)N3)cc1Cl (stereo not drawn)	x	x	3	x	89	100	84	x	x
COc1cccc(NC(=O)Nc2ccc3c(c2)N(C)C(=O)CS3)c1	4	-21	-1	4	109	73	65	-17	-4*
CC(=O)NC(CC(=O)Nc1cccc(S(=O)(=O)N2CCCCC2)c1)c1ccccc1 (stereo not drawn)	-1	-14	1	-35	98	97	89	-26	0.87
CC(=O)c1c(C)n(C)c2ccc(O)cc12	0	-12	x	-14	x	x	x	-20	-0.77
COc1cccc(/C=N/NC(=O)CC(=O)NCCc2ccc(OC)c(OC)c2)c1	-7	-7	x	-5	x	x	x	-12	0.25
CN(C(=O)CSc1nc(C2CC2)nc2ccccc12)c1nc(-c2ccccc2)cs1	-7	1	x	-9	x	x	x	-3	-0.23
COc1cccc(NS(=O)(=O)c2ccc3c(c2)CCCN3C(C)=O)c1	x	3	-10	3	94	90	99	-32	0.91
COc1ccc(C(=O)NC(C)c2cc(OC)c(OC)cc2Br)cc1 (stereo not drawn)	23	-46	x	6	x	x	x	-18	1
Cc1cc(NC(=O)CCC(=O)N(Cc2ccco2)C(C(=O)NC2CCCC2)c2ccccc2C)no1 (stereo not drawn)	0	-23	0	19	93	98	84	6	-0.42
COc1cccc(/C=N/n2nnc3c(cnn3-c3ccccc3)c2=O)c1	8	12	x	-8	x	x	x	-5	0.35
N#CCC1c2ccccc2CCN1C(=O)Nc1cccc(Cl)c1 (stereo not drawn)	36	-4	x	5	x	x	x	-11	-0.72
Cc1ccc(-c2nnn(CC(=O)Nc3ccccc3N3CCOCC3)n2)cc1	16	-11	5	-5	106	112	76	-47	-1.1
Cc1[nH]nc2c1C(c1ccoc1)C(C#N)=C(N)O2 (stereo not drawn)	x	10	-4	x	100	92	97	x	0.77
Cn1c(N/N=C/c2cccs2)cc(=O)n(C)c1=O	18	-3	2	-11	97	92	99	x	-0.95
CCN1C(=O)C2C(C1=O)N1C(c3cccs3)C3C(=O)N(CC)C(=O)C3N1C2c1cccs1 (stereo not drawn)	2	18	x	-3	x	x	x	8	0.62
CC(=O)c1ccc(NC(=O)CN2CCN(c3ncccn3)CC2)cc1	-5	8	x	26	x	x	x	11	1.2
CCOC(=O)N1CCC(NCCNC(=O)c2cccs2)CC1	3	-3	7	27	98	88	79	-17	-0.27
CCn1c(SCC(=O)Nc2cccc(C(C)=O)c2)nnc1C(C)C	-8	-2	-2	3	101	95	87	-8	0.35
O=C(NCCN1CCN(c2ccccc2)CC1)C1(S(=O)(=O)c2ccc(Cl)cc2)CC1	x	x	-7	x	95	100	86	x	x
CCOC(=O)c1c(NC(=O)CSc2nnc(-c3cccnc3)o2)sc2c1CCC2	4	-18	4[fluorescence artefact?]	5	94	86	81	-4	0.98
CCc1ccc2c(c1)C(C)=CC(C)(C)N2	-8	-24	8	6	103	114	97	-1	-0.14
O=C(Nc1nnc(-c2ccco2)s1)c1ccccc1	x	x	11	x	102	93	101	x	0.78
CCCn1c(O)c(CN2CCCC(C)C2)c(C)c(C#N)c1=O (stereo not drawn)	22	-2	6	1	105	93	105	-41	0.2
Cc1sc(-c2ccncc2)nc1OC(=O)c1ccccc1	x	-6	2	-12	98	94	96	-13	0.33
COc1ccc(C2C3=C(CCCC3=O)Nc3nc(SCc4ccc(C(=O)O)cc4)nn32)cc1OC (stereo not drawn)	5	-15	-2	5	93	99	96	-16	x
O=C(C1CCC1)N1CCc2cc(S(=O)(=O)N3CCCCC3)ccc21	-24	-8	x	-5	x	x	x	12	1.4
O=C(CCn1c(=O)sc2ccccc21)NCCN1CCOCC1	12	3	0	-3	93	96	97	7	x
COc1ccc2[nH]c(=O)c(CN(Cc3ccccc3)Cc3nnnn3CC3CCCO3)cc2c1 (stereo not drawn)	23	3	6	-9	x	91	63	-20	-0.22
C=CCn1c(Cc2csc(N)n2)nnc1SCC(=O)Nc1ccc(C(=O)OCC)cc1	7	-21	1	-9	104	111	87	-2	-0.81
O=C(C(Cl)Cl)N1c2ccccc2OCC1c1ccccc1 (stereo not drawn)	-13	-1	x	13	x	x	x	-1	-1.7
Cc1ccc(-n2nnnc2SCC(=O)Nc2c(C)n(C)n(-c3ccccc3)c2=O)cc1	14	-47	19[fluorescence artefact?]	-2	94	106	101	x	2
O=C(CN(c1ccc(F)cc1)S(=O)(=O)c1ccc2c(c1)OCCO2)NCc1cccnc1	0	0	-4	-3	100	94	103	-12	0.26
COc1ccc(CNC(=O)c2cnc(C)cn2)cc1	13	-27	x	-6	x	x	x	-4	-0.73
Cc1ccc(C)c2[nH]c(=O)c(CN(CCN3CCCC3)C(=O)Nc3cccc(Cl)c3)cc12	-8	1	1	-4	28*	21*	0.6*	-10	2.3
COC(=O)/C(C(C)=O)=C(/C=C/C=C/N(C)C)N(C)C	4	13	12	3	100	93	108	-7	-0.13
CCCn1nnnc1NC(=O)c1cccs1	-33	-24	-7	6	98	106	57	1	0.82
COc1cc([N+](=O)[O-])cc(CN2CCCCC2)c1O	-9	4	x	3	x	x	x	-11	-1.6
CCOc1ccc(C(C)=O)cc1CC(C(N)=O)C(N)=O	14	-3	12	-25	96	103	98	x	1.5
COc1cc2c(cc1OC)CN(C(=O)c1cc3ccccc3oc1=O)CC2	-10	2	-6	7	x	64	24*	-12	-0.43
Cc1cc2oc(=O)cc(CN3CCCc4ccccc43)c2cc1C	x	x	5[fluorescence artefact?]	x	85	77	96	x	0.33
CCc1c(C)sc(NC(=O)C2CC2c2ccccc2)c1C(N)=O (stereo not drawn)	0	8	x	20	x	x	x	5	-0.72
CC(C)Sc1cc(N2CCCC2)nc(-c2ccc(F)cc2)n1	19	8	x	2	x	x	x	-25	2.7
COC(=O)c1sc(S(=O)(=O)N2CCCCC2C(=O)O)c(C(=O)OC)c1C (stereo not drawn)	1	12	x	8	x	x	x	-8	-0.52
O=C(NC1CCCCC1)C(c1ccco1)N(CCc1ccccc1)C(=O)C(F)(F)F (stereo not drawn)	-38	-31	5	8	76	84	95	-8	-2.4
COc1ccc(CCNC(=O)C2CCCCC2C(=O)O)cc1OC (stereo not drawn)	-29	24	x	-3	x	x	x	4	x
CCn1c2ccccc2c2cc(C3C(C#N)=C(N)Oc4n[nH]c(COC)c43)ccc21 (stereo not drawn)	-1	-11	-5	4	54	5.6*	83	8	-0.2
Cc1ccc(-n2ncc3c(=O)n(CC#N)cnc32)cc1	18	0	5	2	92	88	88	-17	1.5
COc1cc(-n2c(=O)c3ccccc3n(Cc3ccccc3)c2=O)cc(OC)c1OC	-1	-19	11	-10	105	99	94	1	0.62
COc1ccc(Cn2c(=O)[nH]c3cc(C(=O)NCCCN4CCCC4=O)ccc3c2=O)cc1	-8	-21	-5	14	102	100	111	-9	0.04
COc1ccc(CNC(=O)C2CCN(S(=O)(=O)N3CCOCC3)CC2)cc1	x	-49	-6	-16	102	95	95	-25	0.4
Cn1c2ccccc2c2cc(C(=O)O)ccc21	7	12	5	-3	102	86	102	-30	0.97
Cc1ccc(S(=O)(=O)N(CC(=O)N/N=C/c2cccc3c2OCCO3)c2ccccc2F)cc1	-22	-21	x	-10	x	x	x	-12	-1.7
c1ccc(-c2nnc(-c3ccco3)o2)cc1	1	-3	-17	4	105	100	94	-20	-0.46
C[N+](C)(C)CC/C=C1/c2ccccc2CSc2ccccc21	2	-97	-2	2	99	98	95	1	0.25
C=CCn1c(=O)c2ccccc2n2c(SCc3csc(-c4ccccc4)n3)nnc12	x	x	7	x	101	89	46	x	-1.1
CC(=O)Nc1ccccc1NS(=O)(=O)c1ccc(Cl)cc1	12	15	11	4	93	96	94	-17	0.69
Cc1cc(C(=O)OCC(=O)N2c3ccccc3CC2C)c(C)o1 (stereo not drawn)	13	-60	0	-15	99	99	88	-19	0.24
Cc1cc(C(=O)COC(=O)C2=NNC(=O)CC2)c(C)n1-c1ccc(OC(F)F)cc1	-18	16	-5	4	97	101	91	-20	1
O=C(c1cc2cc(Cl)ccc2oc1=O)N1CCCC1	12	-5	-16	4	96	93	86	-28	-0.88
NC(=O)c1c(NC(=O)CSc2nnc(Cc3ccccc3)n2Cc2ccco2)sc2c1CCC2	9	3	10	-29	85	79	5.6*	-42	-0.61

Whole records, quoted from the list:
COc1ccc(CNC(=O)C2CCN(S(=O)(=O)N3CCOCC3)CC2)cc1 is listed as cytoskel mod: x; IL1B cytotox: -49; Smad3 FoxH1 inh: -6; VCAM1 TNFa inh: -16; Fibroblast inh: 102; HUVEC prolif 384: 95; H69AR growth 86K: 95; TNFa cytotox: -25; PTK2B oligo ant: 0.4
Cn1c2ccccc2c2cc(C(=O)O)ccc21 is listed as cytoskel mod: 7; IL1B cytotox: 12; Smad3 FoxH1 inh: 5; VCAM1 TNFa inh: -3; Fibroblast inh: 102; HUVEC prolif 384: 86; H69AR growth 86K: 102; TNFa cytotox: -30; PTK2B oligo ant: 0.97

Next section
SMILES	cytoskel mod	IL1B cytotox	Smad3 FoxH1 inh	VCAM1 TNFa inh	Fibroblast inh	HUVEC prolif 384	H69AR growth 86K	TNFa cytotox	PTK2B oligo ant
COc1cc2[nH]c(=O)n(CCCC(=O)N3CC=C(c4ccccc4)CC3)c(=O)c2cc1OC	x	x	7	x	110	84	90	x	-0.82
COC(=O)/C(=C\c1c[nH]c2ccccc12)NC(C)=O	-6	-4	x	-15	x	x	x	0	0.24
CC(=O)NC(CCS(C)(=O)=O)C(=O)Nc1c(F)cccc1F (stereo not drawn)	16	-30	6	-22	87	88	87	-54	1.4
COc1ccc(-c2noc(CCC(=O)Nc3cccnc3)n2)cc1OC	11	-3	2	-2	93	96	69	-22	0.27
CCOc1ccc(N(CC(=O)NCc2ccccc2)S(=O)(=O)c2c(C)noc2C)cc1	8	-37	4	2	94	102	81	-11	x
COc1ccc(C(=O)Nn2c(C)ccc2C)cc1OC	13	-16	9	17	93	96	89	-18	0.59
Cc1ccc(C(C)NC(=O)c2c(C)noc2C)cc1C (stereo not drawn)	-38	-2	-9	-6	103	95	98	12	0.33
CCn1c(Cc2ccccc2)nnc1SCC(=O)c1cccc([N+](=O)[O-])c1	-33	0	x	-9	x	x	x	15	0.4
Cc1nn(Cc2ccc(Cl)cc2Cl)c(C)c1NC(=O)NC12CC3CC(CC(C3)C1)C2	-3	7	x	-2	x	x	x	-27	-0.5
COC(=O)C(C)(C(=O)OC)c1ccccc1[N+](=O)[O-]	-11	-10	5	-4	99	99	91	-9	-0.31
CCOc1ccc(CN2C(=O)c3ccccc3C2C(=O)NCc2cccnc2)cc1 (stereo not drawn)	-1	-22	8[fluorescence artefact?]	-5	95	91	84	-7	0.37
O=C1Nc2ccccc2C(O)(C(=O)NCc2ccco2)N1c1ccc(Cl)c(Cl)c1 (stereo not drawn)	x	-6	5	-11	92	75	110	-12	1.3
COc1ccc2c(c1)CCCC21NC(=O)NC1=O (stereo not drawn)	14	13	21[fluorescence artefact?]	7	95	98	110	-2	0.13
CC(C)NC(=O)c1sc2nc(-c3cccs3)cc(-c3cccs3)c2c1N	-4	6	-11	6	96	74	76	5	x
CCCc1c(C)c2ccccc2[nH]c1=O	0	x	6	-5	105	77	42	-9	0.51
COC(=O)CSc1nnc(-c2ccoc2C)n1-c1ccc(C)cc1	-5	-13	9[fluorescence artefact?]	-5	98	105	91	-18	0.06
